T cell HTS: T cell immune modulators affecting CD8 T cell-vesicle binding. 0.068% of 330,000 active. calls only at 7 µM. 2C CD8+ T cell-vesicle binding, flow cytometry; active compounds read low;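 active = response, share of CD8 T cells binding vesicles, and their 90th percentile fluorescence all below set limits, cut at about 80% in these data, passing the limit was not always enough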
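Assay system: 2C TCR transgenic mouse naive CD8+ T cells, MACS-purified | Read-out: CD8+ gate FL2 mean fluorescence as % of same-row positive control | Signal: High-throughput flow cytometry with anti-B7-1 and anti-CD8 staining | Timing: Binding step 1.5 h, 37 °C, antibody labelling 20 min, ice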
human PMI inhibitors: human PMI inhibitors, high substrate, primary screen, biochemical, fluorescence intensity, high mannose 6-phosphate (AID 1220) | recombinant PMI enzyme, coupled fluorescence intensity; higher % means a stronger effect | one-dose inhibition, % at 20 µM; IC50 in µM for titrated hits | 0.66% of 190,000 active
TNAP activation fold: stimulation of alkaline phosphatase TNAP activity – biochemical, luminescent, no phosphate acceptor, uHTS, primary screen (AID 1001); purified TNAP, luminescent activation assay, no phosphate acceptor; higher activation fold means a stronger effect; activation fold at 20 µM; hits with a dose series show EC50 in µM; 0.03% of 200,000 active; in the data active = activation fold from about 3, or a potency from the dose series; inactive = the rest, 99 in 100 with activation fold below about 1.6; note: many of its hits are not listed in these tables
MT stabilizer: microtubule stabilizers in HeLa cells. 0.83% of 200,000 active. AID 2205. % tubulin-high responders, % at 10 µM. HeLa tubulin immunostaining HCS, 24 h; share of cells brighter than vehicle mean+2SD;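 active = plate Z-score above 3 for both tubulin-high and condensed-nucleus cell shares, with cell loss under 80%, at 10 µM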;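 note: anti alpha tubulin signal scored within the nucleus-defined area of each cell; some results filed as inactive read as strong as hits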
Ins promoter up: MIN6 insulin promoter up-regulation; MIN6 insulin promoter-GFP reporter, high-content imaging; active compounds read high; 0.3% of 190,000 active; z-score at 5 µM; AID 1625;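 active = z-score above 3 at 5 µM with at least 500 cells counted in the well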
Autophagy HCS: autophagy modulation, high-content screen. AID 463193. 0.98% of 190,000 active. calls only at 10 µM (by protocol). MEF GFP-LC3 puncta imaging; test concentration mostly 10 µM;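 active = percentage of spot-positive cells more than 3 SD above its plate mean, without a fluorescence outlier flag or 80% toxicity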;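 note: spot-positive cell cutoff set from DMSO-treated cells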
Lipid droplet: hepatic lipid droplet formation modulation | AML12 mouse hepatocytes, oleate lipid droplets, BODIPY imaging | AID 1656 | inhibition, % at 6.5 µM | 0.4% of 240,000 active;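 active = lipid droplet intensity inhibited by at least 50%, with more than 500 cells counted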
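Assay system: AML12 mouse liver cells | Compound dosing: One dose, 6.5 µM compound | Read-out basis: Droplet intensity reduction, % inhibition | Measured by: Fluorescence imaging, 20x objective, two fields per well | Schedule: Overnight treatment with compound plus oleate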
PMI inhibitors: inhibitors of human PMI, primary screen, biochemical, fluorescence intensity, coupled assay (AID 1209); one-dose inhibition, % at 20 µM; IC50 in µM for titrated hits; 0.42% of 190,000 active; purified PMI enzyme, coupled fluorescence intensity; higher % means a stronger effect;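 note: plate controls were DMSO vehicle for no effect and wells lacking substrate for full effect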
bCat nuc transl: modulators of beta-catenin nuclear translocation. HeLa beta-catenin nuclear translocation, immunofluorescence imaging. nuclear translocation activity, % at 5 µM. 0.3% of 190,000 active. AID 1665;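 active = nuclear translocation activity above 50% at 5 µM, with a well cell count of 50 or more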;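 note: per-cell ratio of nuclear to cytoplasmic median beta-catenin stain intensity; plate controls were DMSO negative control for no effect and GSK-3 inhibitor IX positive control for full effect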
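Technique: fluorescence imaging of beta-catenin antibody stain plus DAPI / Material: human HeLa cell line / Incubation: compound treatment 24 h, 37°C, 5% CO2 / Read-out basis: % activation of per-cell nuclear versus cytoplasmic median beta-catenin signal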
Ins promoter up cell count: further read-out of Ins promoter up, marked with its call; cell count; measured here: cytotoxicity, nuclei count;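 total cells summed across four imaged fields per well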
Lipid droplet cells 6.5 µM: further read-out of Lipid droplet, marked with its call; cell count; measured here: cell count, cytotoxicity flag;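 cells counted across two imaged fields per well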
bCat nuc transl cell count 5 µM: further read-out of bCat nuc transl, marked with its call; cell count; measured here: cell count, cytotoxicity flag
T cell HTS vesicle-bound %: second read-out of T cell HTS, no call of its own (marks repeat the call); double positive events, %; measured here: CD8+ vesicle-bound cell fraction;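 binding gate set so that unloaded-vesicle control wells show 10% double positive cells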
MT stabilizer Hoechst-high %: recorded beside MT stabilizer, whose call it bears; % Hoechst-high responders; measured here: nuclear condensation Hoechst responders;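 share of cells brighter than vehicle mean plus two SD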
MT stabilizer cytotoxicity %: recorded beside MT stabilizer, whose call it bears; toxicity, %; measured here: cytotoxicity by cell density;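 0% = mean cell density of plate MIN control wells and 100% = no cells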
Autophagy HCS cell loss 18 h: second read-out of Autophagy HCS, no call of its own (marks repeat the call); toxicity, %; measured here: cell loss, nuclei count;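 cell loss after 18 h compound exposure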
An asterisk follows results filed as active; i = inactive; / = not tested or not shown. Cut-off read from the data, not from the text of the source, unless noted: active = inhibition above about 50%; inactive = the rest. Rows were taken by chance; overall some 2.9% were active at least once.

entry | Structure | MT stabilizer | bCat nuc transl | MT stabilizer Hoechst-high % | human PMI inhibitors | TNAP activation fold | Ins promoter up cell count | Autophagy HCS | T cell HTS | PMI inhibitors | Autophagy HCS cell loss 18 h | Ins promoter up | Lipid droplet cells 6.5 µM | bCat nuc transl cell count 5 µM | MT stabilizer cytotoxicity % | T cell HTS vesicle-bound % | Lipid droplet
1 | CC(=O)Nc1cc2c(cc1C(C)=O)OCCO2 | 3.0 | -0.2 | 1.9 | 17.4% | 1 | 1248 | i | i | 17.4% | -3.1 | 1.28 | 732 | 954 | 8.5 | 19.2 | -2.2
2 | O=C(NNc1ccc([N+](=O)[O-])cc1)C1C2CCCCC21 (stereo not given) | 5.2 | -0.7 | 2.9 | -0.6% | 1.1 | 1425 | i | i | 0.2% | 3.5 | -0.34 | 692 | 560 | 9.3 | 40.6 | -4.9
3 | COc1cc(NC(=O)c2cc(C(C)C)on2)c(OC)cc1Cl | 2.0 | -2.5 | 1.3 | -1.8% | 1 | 653 | i | i | 6.5% | -1.9 | -0.13 | 760 | 1016 | 6.3 | 26.6 | -17.1
4 | CCC1=[N+](C)CCn2c(C)ccc21 | 1.3 | / | 2.0 | 6.2% | 1.2 | / | i | i | 9.9% | 2.2 | / | 763 | / | 8.4 | 21.4 | 12.5
5 | CCOC(=O)NC(=S)Nc1ccc(OC)cc1 | 2.1 | -6.3 | 1.5 | 5.8% | 1.2 | 1589 | i | i | 7.1% | 42.0 | -0.85 | 623 | 1154 | 4.9 | 36.0 | -10.0
6 | COCCCNC(=O)C1CCN(S(=O)(=O)c2c(C)noc2/C=C\c2ccc(OC)cc2)CC1 | 5.0 | / | 2.1 | 19.5% | 1.1 | 1326 | i | i | 22.0% | 6.3 | -0.91 | 747 | / | 7.4 | 21.8 | -7.8
7 | COc1ccc(OCCC(=O)OCC(=O)Nc2ccc(Br)cc2)cc1 | 6.7 | 0.3 | 1.8 | 3.4% | 1.2 | 1648 | i | i | 6.3% | -1.7 | 0.31 | 548 | 1063 | 7.6 | 62.1 | -5.7
8 | C=CCNC(=S)NNC(=O)c1ccccc1OCC | 7.2 | 0.8 | 2.0 | 5.8% | 2.4 | 1286 | i | i | 6.8% | 6.3 | 0.88 | 628 | 801 | 10.0 | 53.6 | -31.1
9 | Oc1ccc2ccccc2c1/C=N/c1nc2c(s1)CCCC2 | 1.9 | -3.9 | 2.6 | 46.1% | 0.7 | 906 | i | i | 45.8% | -3.5 | -1.04 | 759 | 1261 | 7.7 | 26.7 | -0.5
10 | COc1ccc(N(CC(=O)N/N=C/c2ccc(-c3ccc([N+](=O)[O-])cc3)o2)S(=O)(=O)c2ccc(C)cc2)cc1 | 4.0 | / | 3.4 | -10.1% | 0.9 | 1450 | i | i | -2.3% | 14.4 | 0.15 | 589 | / | 9.0 | 45.8 | 3.7
11 | CC1CC(C)CN(C(=O)c2cc3cc(Br)cc(Br)c3o2)C1 (stereo not given) | 2.8 | 12.5 | 3.2 | 10.1% | 1.1 | 1467 | i | i | 4.7% | -16.0 | -0.02 | 688 | 581 | 5.5 | 11.4 | 4.4
12 | O=C(CN(C(=O)c1csnn1)c1cccc2c1CCCC2)NC1CCCC1 | 2.0 | 1.3 | 1.9 | / | 1.1 | / | i | i | / | -1.6 | / | 712 | 1508 | 6.2 | 63.7 | 3.8
13 | CCN1CCN(c2cc(C)c3cc(NC(=O)c4cccs4)ccc3n2)CC1 | / | -1.5 | / | / | / | 1002 | / | i | / | / | 0.27 | 697 | 1344 | / | 35.8 | -4.5
14 | CCOC(=O)c1[nH]c(CSc2nnnn2-c2ccccc2C)c(C(=O)OCC)c1C | 3.9 | -1.6 | 2.0 | 0.3% | 1 | 1149 | i | i | 5.4% | 3.6 | 0.2 | 695 | 1237 | 7.6 | 38.0 | -24.7
15 | O=C(c1ccco1)N1CCN(C2CC(=O)N(c3ccccc3)C2=O)CC1 (stereo not given) | 1.1 | / | 1.4 | -1.1% | 1.2 | 762 | i | i | -2.7% | -4.5 | 0.12 | 754 | / | 2.6 | 32.5 | 4.6
16 | O=C(Nc1cc([N+](=O)[O-])ccc1Cl)C1CC1 | 2.8 | -5.4 | 2.7 | 2.0% | 1.1 | 1261 | i | i | -0.4% | 3.3 | 1.18 | 748 | 540 | 9.6 | 52.1 | -2.3
17 | N#Cc1c(NCCN)nc(-c2ccccc2)c2c1CCCC2 | 1.6 | / | 1.0 | -1.1% | 0.8 | / | i | i | -0.9% | -5.3 | / | 758 | / | 11.2 | 57.5 | 16.0
18 | CC(=O)N(C)c1ccc(NC(=O)Nc2ccccc2C)cc1 | 3.3 | -1.3 | 1.6 | 6.4% | 1.1 | 1518 | i | i | 2.8% | -38.3 | 1.24 | 655 | 1071 | 5.0 | 57.7 | 14.4
19 | COc1ccc(C(=O)Nc2ccc(-c3nnn(CC(=O)N4CCN(C(=O)c5ccco5)CC4)n3)cc2)cc1 | 3.1 | 0.0 | 1.4 | -4.1% | 1.1 | 1409 | i | i | 6.9% | 4.3 | -0.75 | 684 | 1494 | 5.5 | 55.9 | 19.1
20 | Cc1ccc(N=C2SC(C(=O)NCCc3ccccc3)CC(=O)N2C)cc1C (stereo not given) | 6.0 | -5.1 | 2.4 | 16.2% | 1.1 | 1736 | i | i | 11.8% | 3.1 | -0.4 | 701 | 1063 | 6.1 | 57.9 | -31.7
21 | CN1C(=O)C2(c3ccccc31)N(C)CC(c1ccccn1)C21SC(=S)N(Cc2ccco2)C1=O (stereo not given) | 2.7 | 1.8 | 1.5 | 0.6% | 1.1 | 961 | i | i | 9.1% | 23.1 | -0.62 | / | 1489 | 6.2 | 30.0 | /
22 | NC(=O)C1(N2CCCCC2)CCN(c2ccc3nnc(-c4ccccc4)n3n2)CC1 | 1.7 | / | 3.4 | -5.4% | 1 | 993 | i | i | -5.3% | 1.2 | -0.91 | / | / | 2.8 | 50.2 | /
23 | CN1CCN(C(=S)c2cn(Cc3ccc(Br)cc3)c3ccccc23)CC1 | 6.5 | -0.9 | 1.1 | 3.4% | 1.1 | 1094 | i | i | 10.3% | 9.6 | -0.29 | 640 | 1071 | 8.2 | 23.6 | 5.0
24 | O=C(CSc1nnc(-c2ccncc2)n1Cc1ccco1)OC1CCCCC1 | 5.3 | -2.5 | 2.5 | -8.8% | 1.1 | 860 | i | i | -1.5% | -9.3 | 0.62 | 696 | 1012 | 18.3 | 34.0 | 8.0
25 | O=C(Nc1nnc(SCc2ccc(Cl)cc2)s1)C1CCCO1 (stereo not given) | 3.6 | -6.4 | 2.0 | -2.0% | 1 | 879 | i | i | 0.9% | -4.5 | 0.51 | 797 | 1121 | 7.2 | 31.6 | -2.6
26 | COCCNC(=O)CSc1c2c(nc3ccc(Cl)cc13)CCCC2 | 3.3 | -2.6 | 2.2 | 6.7% | 1.1 | / | i | i | 12.0% | 7.6 | / | 698 | 1142 | 2.3 | 58.1 | -8.2
27 | O=C(/C=C/c1cc([N+](=O)[O-])ccc1OC(F)F)Nc1ccc(OC(F)F)cc1 | 6.1 | 0.1 | 2.1 | 0.9% | 1.1 | 1425 | i | i | -0.7% | -18.5 | -0.09 | 731 | 1552 | 4.0 | 69.0 | 18.0
28 | Clc1ccc(-c2noc(CCCc3ccccc3)n2)cc1 | 1.9 | / | 0.9 | -7.7% | 1.1 | 924 | i | i | -5.3% | -11.4 | -0.79 | 812 | / | 7.2 | 55.3 | 15.0
29 | CCOC(=O)c1sc(=S)n(Cc2ccccc2)c1N | 7.7 | 0.8 | 3.4 | 11.0% | 1 | 1375 | i | i | 10.5% | -7.4 | -0.42 | / | 1357 | 5.1 | 59.9 | /
30 | Cn1c2c(c(=O)n(C)c1=O)C(NS(=O)(=O)c1ccc(Cl)cc1)(C(F)(F)F)C(=O)N2 (stereo not given) | 2.0 | -2.5 | 2.0 | -6.1% | 1.1 | 894 | i | i | 1.0% | -6.5 | 0.45 | 735 | 1167 | 7.7 | 48.9 | 4.2
31 | CCOC(=O)c1c(NC(=O)CSc2nnc(CNc3ccc(F)cc3)o2)sc(C(C)=O)c1C | 8.8 | 0.3 | 1.6 | 8.9% | 1 | 916 | i | i | 22.5% | -48.1 | -0.85 | 758 | 1193 | 16.9 | 18.2 | 1.0
32 | CCCCOC(=O)c1ccc(Nc2ncnc3nc[nH]c23)cc1 | 2.6 | 0.6 | 2.0 | 10.1% | 1.7 | 1505 | i | i | 9.6% | 12.6 | -0.14 | 641 | 1187 | 5.1 | 42.3 | 7.9
33 | N#CC1(Cc2ccccc2Cl)c2ccccc2C=CN1C(=O)c1ccccc1 (stereo not given) | 1.8 | -1.8 | 1.8 | 10.2% | 1 | / | i | i | 14.0% | -3.0 | / | 770 | 1169 | 5.7 | 24.8 | 0.7
34 | CCN(CC)CCCN1CC(O)=C(c2nc3ccccc3s2)C1=N | 1.1 | -2.4 | 1.5 | -2.5% | 1.2 | 624 | i | i | 2.1% | -3.1 | -0.89 | 833 | 1174 | 5.5 | 6.7 | 6.7
35 | CCc1nc2c(sc3nc4c(cc32)COC(C)(C)C4)c(=O)n1Cc1ccco1 | 2.2 | 0.6 | 2.6 | -16.0% | 1 | 1285 | i | i | -3.5% | 7.4 | -1 | 766 | 1073 | 10.6 | 38.9 | -25.1
36 | COCCn1c(SCC(=O)c2[nH]c(C)c(C(C)=O)c2C)nc2ccccc2c1=O | / | 0.3 | / | / | / | 1030 | / | i | / | / | -0.3 | 665 | 1339 | / | 55.4 | 7.5
37 | COc1ccc(CNc2ccc3c(c2)nc(C)n3C)cc1 | 5.9 | 1.9 | 3.4 | 27.1% | 0.9 | 987 | i | i | 8.9% | 3.7 | -0.08 | / | 1147 | 6.1 | 44.7 | /

Screens (PubChem BioAssay)
